Fluorescein autfl: compound fluoresces in the fluorescein spectral region. Compound autofluorescence, 480/540 nm, fluorescein-equivalent; hits give high values. max fluorescein-equivalent concentration, M. hit rate 0.91% among 59,000; in the data active means max fluorescein-equivalent concentration above about 10 nM; inconclusive means between about 1.1 nM and that limit
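Compounds (23 nL) in 100 mM Tris pH 8.0, 15 min at room temperature, then fluorescence read at 480 nm excitation/540 nm emission. Signal converted to fluorescein-equivalent concentration from an on-plate fluorescein standard curve.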
Hsp90 Hop PPI: changes Hsp90-Hop TPR2A binding signal, up or down. hit rate 0.44% among 71,000. Potency, µM (highest dose often 57 µM), without a hit: at the highest dose activity change, negative = inhibition. AlphaScreen TPR2A-His6 binding biotin-Hsp90 C-terminal peptide; active means well fitted curve in either direction with a large enough effect; inconclusive means small, poorly fitted or top-dose-only effect, or another doubt; further: potency means the concentration at half of the fitted maximal effect; on the % scale 0 is the no-effect control and ±100 the full control effect; many of its hits are not listed in these tables
Epigenetic mod: epigenetic GFP locus derepression in mouse cells; mouse C127i GFP locus derepression, cytometry, 30 h; Potency, µM (series often up to 46.1 µM), for the others: at the highest dose GFP derepression (activation); hit rate 0.09% among 68,000; further: % of control where 0% means no effect
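Murine C127i mammary cells carrying a silenced, stably integrated CMV-driven GFP reporter were treated with compound for 30 hours at 37 C. After PBS washes, GFP-positive cells were counted by laser-scanning microplate cytometry.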
A350 autofl: compounds fluorescent in Alexa 350 spectral region; hit rate 11% among 59,000; max dye-equivalent concentration, M; Compound autofluorescence, 340/450 nm, Alexa 350 dye-equivalents; hits give high values; AID 590; in the data active means max dye-equivalent concentration above about 10 nM; inconclusive means mostly about 1.1 nM to 9.6 nM
CRE-bla Fsk: modulators of forskolin-stimulated CRE signaling in CHO cells; CHO CRE-bla reporter (cAMP response element driving beta-lactamase), forskolin EC10, beta-lactamase ratio; Potency, µM (highest dose often 38.2 µM), inactives show at the highest dose activity change, negative = inhibition, usual class: activators; hit rate 2.5% among 71,000; AID 662; active means well fitted activation curve with a large enough effect in the signal ratio, with a control signal flat, not every such curve was filed as active; inconclusive means small, poorly fitted or top-dose-only effect, or effect the other way, or a change in a side signal; the % refers to the signal ratio; further: potency means the concentration at half of the fitted maximal effect; % of control where 0% means no effect
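Cells were plated overnight at 37 °C, exposed to compound titrations plus EC10 NKH 477 for 3 h, then given CCF4 dye for 2 h at room temperature. Blue/green (460/530 nm) ratio was converted to %Activity and AC50 values calculated.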
4-MU autofl: 4-MU region autofluorescence | compound autofluorescence, 340/450 nm, 4-MU equivalents; hits give high values | max dye-equivalent concentration, M | hit rate 11% among 59,000 | AID 589; in the data active means max dye-equivalent concentration above about 10 nM; inconclusive means mostly about 1.1 nM to 9.6 nM
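Intrinsic fluorescence at 340/450 nm (ex/em) was read after 15 min at room temperature in pH 8.0, 100 mM Tris. Each compound concentration expressed as 4-MU-equivalent concentration from a six-point 4-MU standard series on each plate.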
HBB splicing: alters splicing of the hemoglobin beta chain | HBB splicing reporter cell assay, activation; EGFP reporter with mutant IVS2-654 intron; response scale: normalised to 500 nM splice-correcting PNA | Potency, µM (titrated, usually from 46.1 µM), for inactives: top-dose activation, actives largely listed as activators | hit rate 0.06% among 65,000; further: potency means the concentration at half of the fitted maximal effect; 0% is about no effect
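Compounds were applied for 2 days to HeLa EGFP-654 cells, 500/well in Optimem with 2% FCS. The reporter's EGFP is disrupted by mis-splicing of beta-globin intron IVS2-654. Readout: summed well GFP fluorescence from 488 nm laser scanning; reference was 500 nM antisense […] 654 PNA.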
ERK AVP inh: vasopressin-driven ERK pathway inhibition; HEK293-V1b, vasopressin-stimulated pERK AlphaScreen; Potency, µM (series often up to 57.5 µM), for inactives: at the highest dose activity, negative = inhibition, actives largely listed as inhibitors; hit rate 0.99% among 72,000; further: potency means the concentration at half of the fitted maximal effect; on the % scale 0 is the no-effect control and ±100 the full control effect; nearly all actives have a fitted effect of over 55% in size
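qHTS, compounds titrated on V1b-expressing HEK293 cells. Preincubation 30 min at 37C, vasopressin 25 nM for 5 min, lysis 10 min, bead incubation 5 hr at room temperature.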
Texas Red fluor: Texas Red region autofluorescence | Compound fluorescence, Texas Red channel, 547/618 nm; hits give high values | AID 587 | hit rate 0.06% among 59,000 | max dye-equivalent concentration, M; in the data active means max dye-equivalent concentration above about 10 nM; inconclusive means between about 1.1 nM and that limit
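qHTS profiling of intrinsic compound fluorescence; 100 mM Tris pH 8.0; 15 min RT; ex 547 / em 618 nm; response expressed as Texas Red dye-equivalent concentration from six-point plate standard.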
FLuc inh: blocks Photinus pyralis firefly luciferase activity. Potency, µM (top dose mostly 57.1 µM), for inactives: top-dose activity change, negative = inhibition, most hits filed as inhibitors. hit rate 2.2% among 72,000. P08659. purified firefly luciferase, luminescence, 8 min; further: potency means the concentration at half of the fitted maximal effect; on the % scale 0 is the no-effect control and ±100 the full control effect; nearly all actives have a fitted effect of over 40% in size
Target sequence (P08659 whole entry, looked up): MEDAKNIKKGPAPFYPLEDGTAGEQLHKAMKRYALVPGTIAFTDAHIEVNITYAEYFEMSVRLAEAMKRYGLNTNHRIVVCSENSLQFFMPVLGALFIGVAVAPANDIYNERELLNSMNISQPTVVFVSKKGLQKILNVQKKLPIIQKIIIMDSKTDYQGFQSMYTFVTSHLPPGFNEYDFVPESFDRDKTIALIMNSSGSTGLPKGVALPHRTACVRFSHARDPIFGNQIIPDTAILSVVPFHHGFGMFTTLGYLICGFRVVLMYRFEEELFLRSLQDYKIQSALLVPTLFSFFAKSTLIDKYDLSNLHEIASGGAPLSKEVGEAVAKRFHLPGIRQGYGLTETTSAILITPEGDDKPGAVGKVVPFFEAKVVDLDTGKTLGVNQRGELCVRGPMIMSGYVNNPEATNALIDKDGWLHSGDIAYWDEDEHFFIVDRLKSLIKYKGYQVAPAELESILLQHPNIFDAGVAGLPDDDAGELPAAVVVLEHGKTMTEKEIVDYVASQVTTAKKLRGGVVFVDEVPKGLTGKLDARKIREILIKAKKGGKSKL
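Here, luciferase activity is measured as luminescence following an 8 min room-temperature reaction at 10 uM ATP, pH 7.2. Every library sample is titrated.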
UbGFP stabilizer: inhibits proteasome, raising ubiquitin-GFP reporter fluorescence; Ubiquitin-GFP reporter cells, proteasome inhibition, GFP fluorescence; response scale: untreated = 0%, 10 µM MG-132 = 100%; Potency, µM (top dose mostly 45.9 µM), for the others: at the top dose activation (GFP accumulation), actives largely listed as activators; 67,000 tested, under 10 active; AID 526; active means well fitted activation curve with a large enough effect, not every such curve was filed as active; inconclusive means small, poorly fitted or top-dose-only effect, or another doubt; inactive means no such curve, though single readings can be large or run the other way; further: potency means the concentration at half of the fitted maximal effect
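Proteasome blockade was scored as a rise in GFP-expressing U2OS cells carrying a ubiquitin(G76V)-GFP construct, imaged after 4 hr compound treatment at 37 °C across a 46 uM–2.9 nM series.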
The depositor's hits bear a star; i = inactive; ? = inconclusive; . = not tested or not shown; [ ] = another dose, or the depositor's remark. Unless noted, the call rests on the fitted dose curve; in most records, active means well fitted curve in the direction sought with a large enough effect; inconclusive means small, poorly fitted or top-dose-only effect, or another doubt; inactive means no such curve, though single readings can be large; an effect the other way counts as inactive or inconclusive. A portion of the library, so the mix of outcomes need not match the whole.

cpd | canonical_smiles | Fluorescein autfl | Hsp90 Hop PPI | Epigenetic mod | A350 autofl | CRE-bla Fsk | 4-MU autofl | HBB splicing | ERK AVP inh | Texas Red fluor | FLuc inh | UbGFP stabilizer
1 | CCNc1nc(N)nc(Oc2ccc(OCCOc3ccccc3)nn2)n1 | i | -0.5% | 0.0% | i | ? | i | -0.5% | ? | i | 1.5% | -0.5%
2 | NC(Cc1ccc(Oc2ccc(O)cc2)cc1)C(=O)O (stereo unspecified) | i | . | -2.4%[20.6 µM] | ? | . | i | . | . | i | 0.8%[25.5 µM] | .
3 | O=C(NCCOC(=O)c1cccs1)c1cccnc1 | ? | -0.8% | 0.0% | i | -3.3% | i | 0.0%[57.5 µM] | -25.7% | i | 0.3% | -1.0%
4 | O=C(CCCn1c(=S)[nH]c2cc3c(cc2c1=O)OCO3)N1CCc2ccccc2C1 | i | -6.0% | 0.0% | ? | 8.9% | ? | -3.9%[0.369 µM] | -11.0% | ? | -1.4% | -4.2%
5 | COc1ccc(Oc2ncc3nc(C)c(=O)n(C)c3n2)cc1 | i | -5.8% | 0.0%[9.22 µM] | i | ? | i | 1.0% | -7.5% | i | 0.0%[11.4 µM] | -5.1%
6 | CCN=C(N)CSS(=O)(=O)O | i | -3.8%[11 µM] | 4.4%[9.22 µM] | i | 0.5%[7.6 µM] | i | 1.3%[9.22 µM] | 7.0%[11.5 µM] | i | -0.1%[11.4 µM] | -1.6%[9.17 µM]
7 | CCc1cccc2c1NC(=O)[C@]21[C@@H]2C(=O)N(Cc3ccccc3)C(=O)[C@@H]2[C@@H]2CCCN21 | ? | -11.4% | -2.9% | ? | ? | ? | -1.1% | ? | i | -0.2% | 10.7%
8 | Cc1oc(-c2ccc(F)cc2)cc1-c1nn2c(-c3ccco3)nnc2s1 | ? | -1.8% | 4.3% | i | -3.8% | i | 0.8% | -15.0% | i | -0.6% | -3.9%
9 | CC(C)OCCCNC(=O)CN1CCN(Cc2ccccc2Cl)C1=O | i | -3.4% | -4.3% | i | ? | i | -0.6% | -11.8% | i | 0.2% | -3.4%
10 | N#Cc1ccc(OC(=O)c2ccc(N=C(N)N)cc2)cc1 | i | 1.7%[11 µM] | 0.0%[9.22 µM] | ? | ? | i | 1.0%[9.22 µM] | 0.0%[11.5 µM] | i | -0.3%[11.4 µM] | -5.4%[9.17 µM]
11 | O=c1c(-c2ccco2)[n+]([O-])c2ccccc2n1OCc1ccccn1 | ? | -4.2% | 5.9% | ? | 2.5% | ? | 1.0% | -4.9% | ? | 0.7% | 9.5%
12 | O=C(CCCC(=O)NCC1CCCO1)NCC1CCCO1 (stereo unspecified) | . | -3.5% | -2.2% | . | 0.4% | . | 0.4%[9.22 µM] | 7.6% | . | 0.6% | -8.3%
13 | COC(=O)c1cc(OC)c(OC)cc1NC(=O)CSc1nnc(-c2cccnc2)n1C | ? | -4.6% | 3.4% | i | ? | i | 2.0% | -13.2% | i | -2.5% | 2.6%
14 | CCC(=O)N1CCCc2cc(S(=O)(=O)N3CCN(c4ncccn4)CC3)ccc21 | . | -0.6% | -3.4% | . | 1.1% | . | -1.2% | ? | . | 1.7% | -3.3%
15 | O=C(O)c1ccc(N[C@H](c2ccccc2)c2ccc3cccnc3c2O)cc1 | i | -18.7%[11 µM] | 0.0%[9.22 µM] | i | -1.1%[7.6 µM] | i | 0.3%[9.22 µM] | -21.1%[11.5 µM] | i | 1.9%[11.4 µM] | -5.4%[9.17 µM]

Shown as labelled records: entries from further up.
(8) Cc1oc(-c2ccc(F)cc2)cc1-c1nn2c(-c3ccco3)nnc2s1
  Fluorescein autfl = ?
  Hsp90 Hop PPI = -1.8%
  Epigenetic mod = 4.3%
  A350 autofl = i
  CRE-bla Fsk = -3.8%
  4-MU autofl = i
  HBB splicing = 0.8%
  ERK AVP inh = -15.0%
  Texas Red fluor = i
  FLuc inh = -0.6%
  UbGFP stabilizer = -3.9%

(9) CC(C)OCCCNC(=O)CN1CCN(Cc2ccccc2Cl)C1=O
  Fluorescein autfl = i
  Hsp90 Hop PPI = -3.4%
  Epigenetic mod = -4.3%
  A350 autofl = i
  CRE-bla Fsk = ?
  4-MU autofl = i
  HBB splicing = -0.6%
  ERK AVP inh = -11.8%
  Texas Red fluor = i
  FLuc inh = 0.2%
  UbGFP stabilizer = -3.4%

(listing goes on)
cpd | canonical_smiles | Fluorescein autfl | Hsp90 Hop PPI | Epigenetic mod | A350 autofl | CRE-bla Fsk | 4-MU autofl | HBB splicing | ERK AVP inh | Texas Red fluor | FLuc inh | UbGFP stabilizer
16 | COc1ccc(CN(CC(=O)NC2CCCC2)C(=O)c2onc(C(N)=O)c2N)cc1 | i | -1.1% | 1.3% | i | 1.7% | i | . | -3.2% | i | 4.0% | -2.6%
17 | COc1ccc(N2CCN(C(=O)C3CCC(Cn4c(=S)[nH]c5ccccc5c4=O)CC3)CC2)cc1 (stereo unspecified) | i | ? | ? | i | ? | i | -0.5% | 7.8% | i | 2.5% | -1.7%
18 | CCCCc1cc(=O)oc2cc(OCC(=O)N(CC)CC)ccc12 | . | -0.3% | -1.6% | . | 12.6% | . | -1.9% | -20.7% | . | -3.1% | 3.5%
19 | COc1cccc(-c2cncnc2-n2ccnc2)c1 | i | -4.0% | 0.0%[9.22 µM] | i | ? | i | 0.3% | -16.1% | i | 0.0%[2.29 µM] | -8.2%
20 | O=C(c1ccco1)N1CCN=C1SCc1ccccc1Cl | . | ? | -3.4% | . | -3.0% | . | -0.5% | 58.5%[activator] | . | 1.7% | 5.1%
21 | CCc1nnc(NC(=O)CSc2nnc(-c3ccccc3O)n2-c2ccc(C)cc2C)s1 | i | -6.2% | -1.6% | i | -10.9% | i | -0.6% | -12.7% | i | 0.7% | 0.0%
22 | CC(C)(C)c1ccc(NC(=O)NCc2ccco2)cc1 | . | -9.0%[11 µM] | -1.5% | . | ? | . | -3.0%[0.0738 µM] | 10.1% | . | -22.1% | 21.5%[9.17 µM]
23 | O=C(COc1ncnc2ccccc12)NCc1ccc2c(c1)OCO2 | i | -2.0% | 4.1% | i | 1.2% | i | -0.3%[57.5 µM] | -4.8% | ? | -3.5% | -0.7%
24 | CCC(=O)Nc1cccc(NC(=O)CSc2nnnn2Cc2ccccc2)c1 | ? | -3.7% | 0.0% | i | -16.5% | i | -0.2%[57.5 µM] | 5.1% | i | -3.0% | 2.9%
25 | CCNC(=O)CN(CCc1ccccc1)S(C)(=O)=O | i | -0.5% | 2.1% | i | -4.3% | i | 0.3% | -5.6% | i | -1.6% | -6.5%
26 | Cc1nc(NC2CCCCC2)c2nc(-c3ccccc3)n(CCCN3CCCCC3C)c2n1 (stereo unspecified) | . | -3.2% | . | . | 3.2% | . | -1.6% | -7.8% | . | . | 5.7%
27 | CCCC(=O)c1cn(CC(=O)OC)c2ccccc12 | i | -0.9% | -1.3% | i | -0.7% | i | . | -17.3% | i | -0.9% | 6.5%
28 | COC(=O)Sc1nnc(-c2ccc(Br)cc2)o1 | i | -1.2% | 0.0% | i | -7.5% | i | 0.2% | -4.6% | i | 1.7% | 2.8%
29 | Cc1nc2cnc(N(C)C)nc2n(C)c1=O | i | -2.6% | 0.0%[9.22 µM] | ? | ? | ? | -0.8% | 15.8µM* | i | 0.2%[11.4 µM] | -8.0%
30 | CCOCCN1CCN(c2c3c(nc4cc(-c5ccc(F)cc5)nn24)CCC3)CC1 | i | -1.4% | 6.6% | 1.06e-08M* | 11.0% | 1.02e-08M* | 0.0%[57.5 µM] | -4.4% | i | -8.2% | 2.3%
31 | COCCn1c(=O)c(-c2cc(F)cc(F)c2)nc2cnc(Oc3cccc(Cl)c3)nc21 | i | -9.6% | -1.7%[9.22 µM] | ? | ? | ? | -1.0% | -28.6% | i | -0.6%[11.4 µM] | -7.8%
32 | CCOC(=O)c1nnn(-c2nonc2N)c1CSc1ccccn1 | i | 0.5% | -0.2% | i | ? | i | 1.3% | 7.0% | i | -1.4% | -8.1%
33 | COc1ccc(C(=O)N2CCC3(CCCN(c4ccccc4)C3)CC2)cc1 | ? | -13.4% | 4.7%[9.22 µM] | i | 5.8% | i | 10.1% | -28.9% | i | 0.0%[11.4 µM] | -3.5%
34 | Cc1ccc(N2C(=O)[C@@H]3C(c4ccc(F)cc4)=NO[C@@H]3C2=O)cc1 | i | 3.8% | 0.0% | ? | -10.4% | i | -0.3%[57.5 µM] | -2.5% | ? | -5.6% | 2.6%
35 | CCCN1Cc2cccc(C(=O)NCCCOC(C)C)c2C1=O | ? | 2.5% | -2.9% | i | ? | i | -3.0% | 11.6% | i | -0.3% | 8.8%
36 | COc1ccc(N2CCN(C(=O)CSc3ccccc3N)CC2)cc1 | i | -8.9% | 4.5% | i | -6.4% | i | -0.4%[57.5 µM] | -18.9% | ? | 0.3% | -1.1%
